COUP-TFII inh: inhibitors of human COUP-TFII (NR2F2) | P24468 | HEK293T NGFI-A luciferase reporter, luminescence | inhibition, % at 8.6 µM | 370,000 tested, 0.7% active;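 active means inhibition above a per-plate cutoff, mean inhibition of test wells between control levels plus 3 SD, cut at about 38% in these data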;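 further: cells cotransfected with COUP-TFII expression vector driving the NGFI-A reporter; 0% = median of COUP-TF2 test wells and 100% = reporter-only cells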
Target sequence (P24468 whole entry, looked up): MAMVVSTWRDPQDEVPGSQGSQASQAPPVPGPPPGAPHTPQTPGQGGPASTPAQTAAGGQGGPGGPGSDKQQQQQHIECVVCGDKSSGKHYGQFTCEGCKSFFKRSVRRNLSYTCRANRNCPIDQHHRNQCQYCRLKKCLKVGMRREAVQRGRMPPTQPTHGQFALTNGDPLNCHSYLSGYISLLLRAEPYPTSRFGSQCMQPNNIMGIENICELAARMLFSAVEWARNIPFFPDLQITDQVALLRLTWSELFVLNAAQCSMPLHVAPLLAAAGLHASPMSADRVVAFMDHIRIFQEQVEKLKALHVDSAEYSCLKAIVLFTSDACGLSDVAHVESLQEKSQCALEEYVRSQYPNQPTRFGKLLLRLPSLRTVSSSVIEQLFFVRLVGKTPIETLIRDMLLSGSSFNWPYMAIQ
TLR9-MyD88 inh: inhibitors of human TLR9-MyD88 binding | CHO BLA complementation TLR9-MyD88, CCF4 FRET ratio | inhibition, % at 4.98 µM | 340,000 tested, 0.21% active | AID 504734;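 active means inhibition above the mean over all tested compounds plus 3 SD, cut at about 21% in these data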;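 further: 0% = DMSO only wells and 100% = clavulanate BLA inhibitor control wells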
TROY NFkB inh: TROY signaling inhibition. Q293 LMP1-TROYcd NF-kB luciferase reporter, 4 h. inhibition, % at 10 µM. 360,000 tested, 0.98% active;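 active means compounds whose plate-normalised and pattern-corrected inhibition of the luciferase reporter signal at the single screening dose is 50% or more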
TWEAK Fn14 block: blocks TWEAK-Fn14 interaction in a reporter cell assay | TWEAK-stimulated Fn14 reporter cells, luciferase luminescence, 8 h | AID 1159606 | 360,000 tested, 2% active | inhibition, % at 10 µM; in the data active means inhibition above about 50%
NCOA3 inh: human NCOA3 inhibition; Q9Y6Q9; HEK293 GAL4-SRC3 luciferase reporter, luminescence; inhibition, % at 3.6 µM; 360,000 tested, 0.17% active;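 active means inhibition above a per-campaign cutoff, the mean of all compounds plus 3 SD, cut at about 60% in these data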;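 further: 0% = DMSO-treated cells and 100% = gossypol-treated cells at 36 µM; higher means less SRC3-driven luciferase light from the GAL4 reporter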
NCOA2 inhibitor: inhibits human steroid receptor coactivator 2 | HEK293 GAL4-SRC2 luciferase reporter, luminescence | 370,000 tested, 0.17% active | AID 651957 | inhibition, % at 9 µM;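 active means inhibition above the mean inhibition of all tested compounds plus 3 SD, set per campaign, cut at about 52% in these data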;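 further: 0% = DMSO treated cells and 100% = cells given Gossypol at 36 µM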
EBV LMP1 NFkB: Epstein-Barr LMP1 NF-kappaB reporter inhibition; LMP1-induced NF-kappaB luciferase reporter cells, luminescence; inhibition, % at 12.5 µM; 350,000 tested, 0.69% active; AID 504558; in the data active means inhibition above about 41%;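 further: 0% = neutral control wells and 100% = reference inhibitor control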
NOD2-RIPK2 inh: blocks binding of human NOD2 to RIPK2; O43353; CHO BLA complementation NOD2-RIPK2, CCF4 ratio; inhibition, % at 4.98 µM; 360,000 tested, 0.38% active; in the data active means inhibition above about 21%;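 further: 0% = vehicle only and 100% = reference blocker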
Target sequence (O43353 whole entry, looked up): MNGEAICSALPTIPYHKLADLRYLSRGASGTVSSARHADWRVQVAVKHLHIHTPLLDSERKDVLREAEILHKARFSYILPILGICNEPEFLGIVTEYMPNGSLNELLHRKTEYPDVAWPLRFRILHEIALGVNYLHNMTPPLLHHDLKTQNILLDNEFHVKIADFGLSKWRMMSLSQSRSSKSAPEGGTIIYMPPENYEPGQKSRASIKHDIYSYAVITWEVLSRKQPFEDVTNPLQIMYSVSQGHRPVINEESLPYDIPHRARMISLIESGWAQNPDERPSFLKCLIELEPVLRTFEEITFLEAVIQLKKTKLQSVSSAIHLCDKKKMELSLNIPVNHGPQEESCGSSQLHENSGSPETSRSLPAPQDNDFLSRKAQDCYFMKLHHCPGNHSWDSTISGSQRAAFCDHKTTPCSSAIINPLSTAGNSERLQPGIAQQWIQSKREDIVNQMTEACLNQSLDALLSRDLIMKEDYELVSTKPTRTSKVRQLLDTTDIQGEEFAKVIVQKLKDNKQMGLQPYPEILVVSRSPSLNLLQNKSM
NCOA1 inh: human NCOA1 inhibition; Q15788; HEK293 GAL4-SRC1 luciferase reporter, luminescence; inhibition, % at 3.6 µM; 360,000 tested, 0.12% active; AID 588354;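 active means inhibition above the campaign mean plus 3 SD, with each screening campaign given its own cutoff, cut at about 60% in these data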;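 further: 0% = DMSO treated cells and 100% = gossypol at 36 µM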
NR5A2 inv ag: suppresses constitutive activity of human LRH-1 | O00482 | HEK293T StAR-luciferase reporter, LRH-1 transfected, 24 h | inhibition, % at 3.6 µM | 360,000 tested, 0.13% active | AID 602396;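 active means inhibition above the mean inhibition of all tested compounds plus 3 SD, cut at about 73% in these data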;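 further: 0% = DMSO wells and 100% = reporter-only cells lacking LRH-1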
C8 TRAIL sens: caspase-8 TRAIL sensitization. 360,000 tested, 1% active. NB7+C8 cells + TRAIL, ATPlite viability luminescence. inhibition (viability loss, TRAIL sensitization), % at 10 µM;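 active means compounds causing at least 50% loss of cell viability in the single-dose screen, relative to plate controls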
Active calls of the source: *.

O=C(CNS(=O)(=O)c1ccccc1)Nc1ccc(C(F)(F)F)cc1 was read as COUP-TFII inh -4.4, TLR9-MyD88 inh 1.1, TROY NFkB inh -2.0, TWEAK Fn14 block 1.5, NCOA3 inh -1.1, NCOA2 inhibitor -20.1, EBV LMP1 NFkB 11.8, NOD2-RIPK2 inh -6.3, NCOA1 inh -71.2, NR5A2 inv ag -15.3 and C8 TRAIL sens -5.8.
Screening CC(=O)Nc1ccc(Oc2ccccc2)cc1 returned COUP-TFII inh -11.9, TLR9-MyD88 inh 7.8, TROY NFkB inh -10.7, TWEAK Fn14 block -15.3, NCOA3 inh -6.5, NCOA2 inhibitor -48.2, EBV LMP1 NFkB -5.9, NOD2-RIPK2 inh 3.6, NCOA1 inh 1.3, NR5A2 inv ag 0.6 and C8 TRAIL sens -15.3.
Screening O=C(O)c1[nH]nc2c1COc1ccccc1-2 returned COUP-TFII inh -0.8, TLR9-MyD88 inh -2.4, TROY NFkB inh 8.3, TWEAK Fn14 block -27.1, NCOA3 inh 6.6, NCOA2 inhibitor -5.4, EBV LMP1 NFkB -6.5, NOD2-RIPK2 inh 4.0, NCOA1 inh 9.2, NR5A2 inv ag 14.8 and C8 TRAIL sens -1.6.
`O=C(O)c1ccc(COc2ccccc2Cl)cc1` gave COUP-TFII inh -0.8, TLR9-MyD88 inh 3.5, TROY NFkB inh -54.6, TWEAK Fn14 block 5.7, NCOA3 inh -16.1, NCOA2 inhibitor -11.5, EBV LMP1 NFkB -12.0, NOD2-RIPK2 inh 8.8, NCOA1 inh -24.3, NR5A2 inv ag -36.3 and C8 TRAIL sens -12.1.
Screening O=C(OCc1ccc(Br)cc1)c1cccc(S(=O)(=O)N2CCCC2)c1 returned COUP-TFII inh 4.6, TLR9-MyD88 inh 6.4, TROY NFkB inh 12.3, TWEAK Fn14 block 0.1, NCOA3 inh 14.3, NCOA2 inhibitor 23.2, EBV LMP1 NFkB -7.8, NOD2-RIPK2 inh -6.8, NCOA1 inh 11.0, NR5A2 inv ag 7.0 and C8 TRAIL sens -1.9.
COc1ccc(CC(=O)Nc2ncc([N+](=O)[O-])s2)cc1OC was read as COUP-TFII inh -8.6, TLR9-MyD88 inh -9.0, TROY NFkB inh 20.3, TWEAK Fn14 block 15.4, NCOA3 inh 17.4, NCOA2 inhibitor -10.5, EBV LMP1 NFkB -33.3, NOD2-RIPK2 inh -2.1, NCOA1 inh -49.9, NR5A2 inv ag 9.8 and C8 TRAIL sens 7.7.
COc1ccc(C(=O)N2N=C(c3ccc(NS(C)(=O)=O)cc3)CC2c2cccs2)cc1 (stereo unspecified) was read as COUP-TFII inh 5.6, TLR9-MyD88 inh 4.0, TROY NFkB inh 51.5*, TWEAK Fn14 block 21.7, NCOA3 inh -0.9, NCOA2 inhibitor -7.6, EBV LMP1 NFkB 8.2, NOD2-RIPK2 inh -1.9, NCOA1 inh -10.4, NR5A2 inv ag 6.5 and C8 TRAIL sens 6.4.
CCn1ccnc1CNC(=O)c1cc(COc2ccc(F)cc2F)on1 was read as COUP-TFII inh 5.9, TLR9-MyD88 inh 4.8, TROY NFkB inh -10.1, TWEAK Fn14 block 4.8, NCOA3 inh -1.4, NCOA2 inhibitor -5.5, EBV LMP1 NFkB -0.5, NOD2-RIPK2 inh -9.6, NCOA1 inh -17.0, NR5A2 inv ag -4.5 and C8 TRAIL sens -3.4.
Screening O=C(CCS(=O)(=O)Cc1cccc(Cl)c1)NCCc1ccccc1 returned COUP-TFII inh 20.3, TLR9-MyD88 inh 5.6, TROY NFkB inh -5.0, TWEAK Fn14 block 0.0, NCOA3 inh 11.7, NCOA2 inhibitor -2.0, EBV LMP1 NFkB 4.8, NOD2-RIPK2 inh -0.9, NCOA1 inh 2.9, NR5A2 inv ag 22.7 and C8 TRAIL sens 8.3.
`CC(NC(=S)NC(=O)c1ccccc1Br)c1ccccc1` (stereo unspecified) gave COUP-TFII inh 5.2, TLR9-MyD88 inh 0.6, TROY NFkB inh -15.4, TWEAK Fn14 block 24.7, NCOA3 inh -2.0, NCOA2 inhibitor -7.0, EBV LMP1 NFkB -36.6, NOD2-RIPK2 inh 2.1, NCOA1 inh -7.7, NR5A2 inv ag 19.8 and C8 TRAIL sens 5.8.
CCN(CC(=O)Nc1ccc(OC)cc1)CC(=O)Nc1sc2c(c1C(=O)OC)CCCC2 was read as COUP-TFII inh -6.6, TLR9-MyD88 inh -1.7, TROY NFkB inh -21.4, TWEAK Fn14 block 8.3, NCOA3 inh -3.3, NCOA2 inhibitor 33.2, EBV LMP1 NFkB 3.8, NOD2-RIPK2 inh -2.7, NCOA1 inh -6.7, NR5A2 inv ag 16.9 and C8 TRAIL sens 9.0.
Screening Cc1ccc(NC(=S)N2CCCN(Cc3ccc(F)cc3)C2)c(C)c1 returned COUP-TFII inh 6.3, TLR9-MyD88 inh -1.5, TROY NFkB inh 16.2, TWEAK Fn14 block 2.6, NCOA3 inh -10.9, NCOA2 inhibitor -25.0, EBV LMP1 NFkB -7.5, NOD2-RIPK2 inh 3.1, NCOA1 inh -16.9, NR5A2 inv ag 2.4 and C8 TRAIL sens 7.8.
Screening CCOc1ccc(NC(=S)NC(=O)c2c(Cl)c(C)nn2C)c([N+](=O)[O-])c1 returned COUP-TFII inh 9.6, TLR9-MyD88 inh 3.9, TROY NFkB inh -28.1, TWEAK Fn14 block -13.8, NCOA3 inh 6.6, NCOA2 inhibitor -18.2, EBV LMP1 NFkB -13.0, NOD2-RIPK2 inh -1.6, NCOA1 inh -12.0, NR5A2 inv ag 10.8 and C8 TRAIL sens -0.9.
Screening CC(=O)c1cccc(NC(=O)C2(C)Cc3c(-c4cccc(C(F)(F)F)c4)ccnc3O2)c1 (stereo unspecified) returned COUP-TFII inh 6.1, TROY NFkB inh 12.9, TWEAK Fn14 block 20.0, NCOA3 inh 0.8, NCOA2 inhibitor 4.1, NOD2-RIPK2 inh 5.6, NCOA1 inh -23.2, NR5A2 inv ag -20.2 and C8 TRAIL sens -0.5.
For COc1cc(C)c(C)cc1S(=O)(=O)N1CCN(Cc2ccc3c(c2)OCO3)CC1 the results were COUP-TFII inh -4.5, TLR9-MyD88 inh 1.9, TROY NFkB inh -1.0, TWEAK Fn14 block -12.6, NCOA3 inh -15.1, NCOA2 inhibitor -21.9, EBV LMP1 NFkB -1.7, NOD2-RIPK2 inh 2.4, NCOA1 inh 3.7, NR5A2 inv ag 7.8 and C8 TRAIL sens 8.2.
Screening CNCc1c(OCc2ccc(F)cc2)ccc2ccccc12 returned COUP-TFII inh 2.1, TLR9-MyD88 inh -1.9, TROY NFkB inh -2.0, TWEAK Fn14 block 17.9, NCOA3 inh 21.3, NCOA2 inhibitor -2.7, EBV LMP1 NFkB 7.4, NOD2-RIPK2 inh -6.8, NCOA1 inh -11.5, NR5A2 inv ag 27.6 and C8 TRAIL sens 1.1.
`CC1(C(=O)NCc2ccccc2Br)CCN1Cc1csc2ccccc12` (stereo unspecified) gave COUP-TFII inh 9.5, TROY NFkB inh 21.9, TWEAK Fn14 block 12.9, NCOA3 inh -7.8, NCOA2 inhibitor 11.2, NOD2-RIPK2 inh 4.8, NCOA1 inh 9.4, NR5A2 inv ag -8.8 and C8 TRAIL sens 14.9.
`O=C(CSc1nnnn1-c1cccc2ccccc12)Nc1ccc(C(=O)O)cc1` gave COUP-TFII inh 10.5, TLR9-MyD88 inh -3.4, TROY NFkB inh 13.7, TWEAK Fn14 block 16.6, NCOA3 inh -0.6, NCOA2 inhibitor 7.1, EBV LMP1 NFkB 1.1, NOD2-RIPK2 inh -4.7, NCOA1 inh 6.9, NR5A2 inv ag 18.7 and C8 TRAIL sens 1.6.
COc1c(C)cc(C(=O)C2CCCN(C(=O)c3cc(C)nc(C)n3)C2)cc1C (stereo unspecified) was read as COUP-TFII inh 23.1, TLR9-MyD88 inh -3.2, TROY NFkB inh 6.7, TWEAK Fn14 block 1.9, NCOA3 inh -10.9, NCOA2 inhibitor 13.0, EBV LMP1 NFkB -4.8, NOD2-RIPK2 inh -2.7, NCOA1 inh 9.5, NR5A2 inv ag 1.6 and C8 TRAIL sens -6.4.
`c1ccc2c(c1)ccc1ncccc12` gave COUP-TFII inh -1.1, TLR9-MyD88 inh 9.2, TROY NFkB inh -13.4, TWEAK Fn14 block 14.2, NCOA3 inh 14.7, NCOA2 inhibitor -5.3, EBV LMP1 NFkB -5.0, NOD2-RIPK2 inh 4.8, NCOA1 inh 32.4, NR5A2 inv ag 0.5 and C8 TRAIL sens 15.8.
`CC1CCCCC1NC(=O)CSc1nncn1N` (stereo unspecified) gave COUP-TFII inh 12.7, TLR9-MyD88 inh -6.4, TROY NFkB inh 16.8, TWEAK Fn14 block -9.9, NCOA3 inh 4.2, NCOA2 inhibitor 5.7, EBV LMP1 NFkB 2.3, NOD2-RIPK2 inh 3.0, NCOA1 inh -10.6, NR5A2 inv ag 8.4 and C8 TRAIL sens 2.4.
For Cc1cc(F)ccc1NCc1cc2c(cc1[N+](=O)[O-])OCO2 the results were COUP-TFII inh 7.5, TLR9-MyD88 inh -0.3, TROY NFkB inh -10.7, TWEAK Fn14 block 1.3, NCOA3 inh -32.4, NCOA2 inhibitor 16.1, EBV LMP1 NFkB -1.9, NOD2-RIPK2 inh -5.0, NCOA1 inh -9.8, NR5A2 inv ag 13.0 and C8 TRAIL sens 8.3.
Screening COc1ccc(C(C)NC(=O)C23CC4CC(CC(C4)C2)C3)cc1OC (stereo unspecified) returned COUP-TFII inh 8.7, TLR9-MyD88 inh 1.9, TROY NFkB inh -15.2, TWEAK Fn14 block -19.6, NCOA3 inh 1.3, NCOA2 inhibitor 5.8, EBV LMP1 NFkB -9.6, NOD2-RIPK2 inh -1.6, NCOA1 inh 2.8, NR5A2 inv ag 6.0 and C8 TRAIL sens -10.4.
CCCC(=O)NNC(=O)Nc1ccccc1 was read as TLR9-MyD88 inh -8.5, TROY NFkB inh -16.5, TWEAK Fn14 block -1.2, NCOA3 inh -5.2, EBV LMP1 NFkB 2.2, NOD2-RIPK2 inh -5.6, NCOA1 inh -9.7, NR5A2 inv ag -18.0 and C8 TRAIL sens -23.7.
Screening COc1ccc(C(=O)NC(=S)Nc2ccc(CN3CCOCC3)cc2)cc1 returned COUP-TFII inh -11.1, TROY NFkB inh 3.3, TWEAK Fn14 block 2.4, NCOA3 inh 5.9, NCOA2 inhibitor -2.8, EBV LMP1 NFkB 4.9, NOD2-RIPK2 inh -2.9, NCOA1 inh -1.6, NR5A2 inv ag 0.9 and C8 TRAIL sens 12.3.
`CCOc1nc(N2CCOCC2)nc(N2CCOCC2)n1` gave COUP-TFII inh 1.3, TLR9-MyD88 inh -6.0, TROY NFkB inh 14.4, TWEAK Fn14 block 8.8, NCOA3 inh 15.3, NCOA2 inhibitor 5.5, EBV LMP1 NFkB 4.2, NOD2-RIPK2 inh -2.0, NCOA1 inh 2.7, NR5A2 inv ag 4.5 and C8 TRAIL sens 1.6.
O=C(NC(=S)Nc1ccccc1Cl)c1ccco1 was read as COUP-TFII inh -29.1, TLR9-MyD88 inh -1.9, TROY NFkB inh -42.6, TWEAK Fn14 block -49.4, NCOA3 inh -64.3, NCOA2 inhibitor -41.6, EBV LMP1 NFkB -14.5, NOD2-RIPK2 inh 1.2, NCOA1 inh -80.8, NR5A2 inv ag -70.5 and C8 TRAIL sens 16.1.

Source: PubChem BioAssay (several laboratories)

A portion of the library; rates above refer to the full screens.
